IL1B secr inh: inhibitors of inflammasome signaling (IL-1 beta secretion) | THP-1 LPS/ATP IL-1B secretion, AlphaLISA, 16 h; active compounds read low | activity change, % at 57.5 µM | actives 4.7% (n = 360,000); in the data active means activity change below about -50%; inconclusive means mostly about -30% to -49%; further: on the % scale 0 is the no-effect control and ±100 the full control effect
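Secreted IL-1B measured by AlphaLISA bead assay after 16 h compound exposure of THP-1 cells; compounds (final up to 57.5 uM) added 1 h before LPS (250 ng/mL) and ATP (1.25 mM) stimulation; lower signal means less secretion.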
SW480 rereplic: DNA re-replication induction in SW480 cells; SW480 DNA re-replication, Hoechst DNA content imaging, 48 h; Potency, µM (series often up to 46.1 µM), for inactives: at the top dose re-replication activation, usual class: activators; actives 1.8% (n = 340,000); AID 624297; further: potency means the concentration at half of the fitted maximal effect; % of control where 0% means no effect; nearly all actives have a fitted effect of over 55% in size
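Hoechst fluorescence of nuclei (405 nm excitation, 500-530 nm emission) measured by plate-scanning imager after 48 hr compound exposure at 37 C; re-replication scored as increased number of nuclei with elevated intensity.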
HT1080-NT tox: kills 2HG-producing HT-1080-NT fibrosarcoma cells; Potency, µM (highest dose often 46.1 µM), without a hit: at the top dose activity, negative = less viability, usual class: cytotoxic; HT-1080-NT fibrosarcoma viability, CellTiter-Glo ATP luminescence, 48 h; actives 1.6% (n = 360,000);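 further: NT is the 2HG producing partner of a matched IDH1 knockdown line; potency means the concentration at half of the fitted maximal effect; 0% = DMSO-treated cells and -100% = media-only wells without cells; nearly all actives have a fitted effect of over 55% in size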
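Viability of the 2HG-overproducing fibrosarcoma line after 48 hours of compound exposure at 37 degrees C was determined by luminescence with CellTiter-Glo, and concentration-effect curves were then fitted and categorized.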
ATXN2 expr inh: inhibitors of ATXN2 expression. HEK-293 ATXN2-luciferase reporter, luminescence, 24 h. Potency, µM (titrated, usually from 57 µM), for the others: top-dose activity change, negative = inhibition, most hits filed as inhibitors. actives 0.72% (n = 360,000); further: potency means the concentration at half of the fitted maximal effect; on the % scale 0 is the no-effect control and ±100 the full control effect; nearly all actives have a fitted effect of over 55% in size
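ATXN2-luciferase reporter cells (luciferase flanked by upstream and downstream ATXN2 gene portions) were treated 24 h at 37 °C with compounds at up to 57 uM. SteadyGlo luminescence gave expression; GF-AFC fluorescence gave viability.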
WRN inhibitor: inhibitors of human WRN helicase | Q14191 | WRN helicase unwinding, fluorescent forked duplex, kinetic | Potency, µM (doses to about 114 µM), for the others: top-dose activity change, negative = inhibition, hits mostly inhibitors | actives 0.46% (n = 360,000) | AID 651768; further: potency means the concentration at half of the fitted maximal effect; on the % scale 0 is the no-effect control and ±100 the full control effect; nearly all actives have a fitted effect of over 55% in size
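Enzyme (20 nM final) and test compound sit together 15 min at room temperature before substrate addition. Substrate is a single-forked duplex oligonucleotide (100 nM) labelled with fluorophore and quencher, with 2 mM ATP; helicase unwinding raises red fluorescence, read kinetically.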
MCF10A rerep: DNA re-replication induction in MCF 10a cells; Potency, µM (top dose mostly 46.1 µM), without a hit: top-dose activity, positive = re-replication, hits mostly activators; MCF 10A DNA re-replication, Hoechst nuclear intensity, 48 h; actives 2.9% (n = 350,000); further: potency means the concentration at half of the fitted maximal effect; % of control where 0% means no effect; nearly all actives have a fitted effect of over 50% in size
KB-V1 MDR tox: KB-V1 MDR subline cytotoxicity | KB-V1 MDR cells viability, CellTiter-Glo, 72 h | Potency, µM (doses to about 46.1 µM), for inactives: at the highest dose activity change, negative = cytotoxicity, usual class: cytotoxic | actives 3.4% (n = 400,000); further: potency means the concentration at half of the fitted maximal effect; on the % scale 0 is the no-effect control and ±100 the full control effect; nearly all actives have a fitted effect of over 60% in size
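Luminescent ATP read-out (CellTiter-Glo, 10 min) measures survival of drug-selected KB-V1 MDR cells after 72 h, 37 degrees C compound exposure. Medium: phenol-red-free DMEM, 10% FBS. Values from fitted concentration-response curves.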
HT1080 IDH1KD tx: HT-1080 IDH1 knockdown cell toxicity (counter line); HT-1080 IDH1 knockdown viability, ATP luminescence, 48 h; Potency, µM (highest dose often 46.1 µM), without a hit: at the highest dose activity, negative = toxicity, actives largely listed as cytotoxic; actives 2% (n = 360,000); AID 686971;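 further: potency means the concentration at half of the fitted maximal effect; 0% = DMSO wells and -100% = cell-free medium wells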
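HT-1080-IDH1KD cells (IDH1 knocked down), 750/well in RPMI with 5% FBS, treated with compound 48 h at 37 degrees C. Viability by CellTiter-Glo luminescence, normalised to DMSO and no-cell wells; concentration-response curves classed.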
KB-3-1 tox: kills parental KB-3-1 adenocarcinoma cells. KB-3-1 viability, CellTiter-Glo ATP luminescence, 72 h. Potency, µM (doses to about 46.1 µM), for inactives: top-dose activity change, negative = cytotoxic, hits mostly cytotoxic. actives 1.4% (n = 400,000). AID 1347075; further: potency means the concentration at half of the fitted maximal effect; on the % scale 0 is the no-effect control and ±100 the full control effect; nearly all actives have a fitted effect of over 60% in size
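Parental KB-3-1 viability, qHTS format: 72 h compound exposure, 37 °C; CellTiter-Glo; media-only wells and DMSO plates as controls; concentration-effect fits on corrected data.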
* hit, by the source's call; ? = inconclusive; . = not tested or not shown; [ ] = remark or other dose. Unless noted, the call rests on the fitted dose curve; in most records, active means well fitted curve in the direction sought with a large enough effect; inconclusive means small, poorly fitted or top-dose-only effect, or another doubt; inactive means no such curve, though single readings can be large; an effect the other way counts as inactive or inconclusive.

Start of the data: the first 2 compounds as a preview:
(1) Cc1noc(C)c1COc1ccc(C(=O)OC(C)C(=O)Nc2ccc(S(=O)(=O)N3CCOCC3)cc2)cc1 (centres undefined)
(2) COc1ccc(CN(C(=O)/C=C/c2ccccc2Cl)C2CCS(=O)(=O)C2)cc1 (centres undefined)

Compound | 1 | 2
IL1B secr inh | 16 | 0
SW480 rereplic | -6% | -5%
HT1080-NT tox | 23% | -4%
ATXN2 expr inh | 3% | -9%
WRN inhibitor | -4% | 2%
MCF10A rerep | 0% | 1%
KB-V1 MDR tox | 6% | -3%
HT1080 IDH1KD tx | 16% | -1%
KB-3-1 tox | -1% | -1%

This part in full (from the top)
(1) Cc1noc(C)c1COc1ccc(C(=O)OC(C)C(=O)Nc2ccc(S(=O)(=O)N3CCOCC3)cc2)cc1 (centres undefined)
(2) COc1ccc(CN(C(=O)/C=C/c2ccccc2Cl)C2CCS(=O)(=O)C2)cc1 (centres undefined)
(3) COc1ccccc1-c1cc(C(F)(F)F)nc(N2CCN(c3ccccc3)CC2)n1
(4) CCOCC(=O)Nc1cccc(NC(C)=O)c1
(5) Cc1ccc(CC(=O)NCc2ccc(Cl)cc2)cc1

Compound | 1 | 2 | 3 | 4 | 5
IL1B secr inh | 16 | 0 | 20 | 0 | 33
SW480 rereplic | -6% | -5% | -6% | -4% | 0.92µM*
HT1080-NT tox | 23% | -4% | 0% | 23% | 21µM*
ATXN2 expr inh | 3% | -9% | -6% | 7% | .
WRN inhibitor | -4% | 2% | 6% | -13% | 5%
MCF10A rerep | 0% | 1% | ? | 6% | 7.3µM*
KB-V1 MDR tox | 6% | -3% | ? | 10% | ?
HT1080 IDH1KD tx | 16% | -1% | 6% | 20% | 9.2µM*
KB-3-1 tox | -1% | -1% | -14% | 0% | 0%

(6) CCOC(=O)[C@@H]1[C@H]2COc3ccccc3[C@H]2N2C(=O)N(c3ccc(OC)cc3)C(=O)[C@]12C
(7) COc1ccccc1C(=O)Nc1ccnn1C1CCN(CCCC2CCCC2)CC1
(8) CC(=O)N1CCN(Cc2nc3cc(Cl)ccc3c(=O)[nH]2)CC1
(9) CC1=C(C(=O)OCc2ccccc2)C(c2ccc(Cl)cc2Cl)NC(=O)N1CCCC(=O)O (centres undefined)
(10) COc1cccc(C2CC(=O)Nc3cc4c(cc32)OCCO4)c1OC(C)C (centres undefined)

Compound | 6 | 7 | 8 | 9 | 10
IL1B secr inh | 0 | 0 | 9 | 16 | 11
SW480 rereplic | -4% | -21% | -4% | -1% | ?
HT1080-NT tox | -2% | -6% | -22% | 0% | -9%
ATXN2 expr inh | 6% | -7% | -2% | 2% | -13%
WRN inhibitor | -5% | 0% | -3% | -2% | -9%
MCF10A rerep | 1% | 2% | 2% | 0% | ?
KB-V1 MDR tox | 0% | 2% | -1% | 2% | ?
HT1080 IDH1KD tx | -2% | -12% | -21% | -19% | -20%
KB-3-1 tox | 14% | -9% | 5% | -3% | ?

(11) O=C1NC[C@H](CCCCN2C[C@H](Cc3ccccc3)N(CCc3ccc(O)cc3)C(=O)C2=O)N(CCc2ccccc2)C1=O
(12) Cc1csc(NC(=O)c2nc3nccc(C)n3n2)n1
(13) CCCc1nnc(NC(=O)C2CC(=O)N(C3CCCC3)C2)s1 (centres undefined)
(14) O=c1c2ccccc2ncn1CCOCCOc1cccc(Br)c1
(15) O=C1OC(/C(=C\NCc2ccccc2)[N+](=O)[O-])c2ccccc21 (centres undefined)

Compound | 11 | 12 | 13 | 14 | 15
IL1B secr inh | -7 | -3 | -8 | 19 | -5
SW480 rereplic | . | 2% | 29% | 3% | -7%
HT1080-NT tox | 20% | 18% | 8% | 9% | 6%
ATXN2 expr inh | 12% | 16% | 2% | -7% | -11%
WRN inhibitor | 2% | -1% | -11% | 1% | 9%
MCF10A rerep | . | -37%[inhibitor] | -1% | 12% | -1%
KB-V1 MDR tox | 6% | 7% | 19% | ? | 27%
HT1080 IDH1KD tx | 16% | ? | 1% | 16% | -1%
KB-3-1 tox | 11% | -5% | 2% | 4% | 0%

(16) O=C1/C(=C/c2coc3ccc(O)cc3c2=O)SC(=S)N1c1ccccc1
(17) O=C(c1cccs1)c1coc2ccc(O)c(CN3CCOCC3)c12
(18) CCN(CC)C(=O)c1cc2c(=O)oc3ccccc3c2s1
(19) CCOC(=O)CSc1nc2ccc(C)cc2n2cnnc12
(20) CON(C)S(=O)(=O)c1ccc2c(c1)NC(=O)C1CCCN21 (centres undefined)

Compound | 16 | 17 | 18 | 19 | 20
IL1B secr inh | 0 | -5 | -1 | -56* | 18
SW480 rereplic | 7% | 7% | -9% | 3% | -5%
HT1080-NT tox | 4% | 11% | ? | 18% | -19%
ATXN2 expr inh | . | -4% | 2% | 20% | -12%
WRN inhibitor | -15% | -4% | -9% | 0% | -9%
MCF10A rerep | 13% | 5% | 4% | ? | 10%
KB-V1 MDR tox | -11% | 2.9µM* | ? | 11% | 2%
HT1080 IDH1KD tx | 2% | 5% | -6% | 4% | -17%
KB-3-1 tox | 0% | -2% | -3% | 3% | -1%

(21) O=C(CC(SCCO)c1ccc2c(c1)OCO2)c1cccs1 (centres undefined)
(22) O=C(c1ccc([N+](=O)[O-])s1)N1CCN(c2ccccc2)CC1
(23) CC(C)Cc1cc(C(=O)NCCc2ccccc2)no1
(24) Cc1nc2sc(C(c3cccc(F)c3)N3CCCC(C)C3)c(O)n2n1 (centres undefined)
(25) Cc1cccc2sc(NC(=O)C3CCN(S(=O)(=O)c4cc([N+](=O)[O-])ccc4Cl)CC3)nc12
(26) COc1ccc(Cl)cc1NC(=S)NCCc1ccc(F)cc1

Compound | 21 | 22 | 23 | 24 | 25 | 26
IL1B secr inh | -75* | 22 | -29 | -2 | -76* | 4
SW480 rereplic | -3% | ? | -4% | 8%[9.22 µM] | 11% | 4%
HT1080-NT tox | ? | -13% | -1% | 5% | -14% | -1%
ATXN2 expr inh | 43%[activator] | . | 49%[activator] | -13% | -36% | 12%
WRN inhibitor | -3% | -3% | -1% | 6% | ? | -7%
MCF10A rerep | -3% | 8% | -1% | 7% | 21% | 17%
KB-V1 MDR tox | -9% | ? | 5% | 1% | ? | 1%
HT1080 IDH1KD tx | ? | 2% | 9% | 9% | ? | 2%
KB-3-1 tox | -9% | -18% | 28% | 0% | ? | 3%

Compounds 16 through 26 from above:
(16) O=C1/C(=C/c2coc3ccc(O)cc3c2=O)SC(=S)N1c1ccccc1
(17) O=C(c1cccs1)c1coc2ccc(O)c(CN3CCOCC3)c12
(18) CCN(CC)C(=O)c1cc2c(=O)oc3ccccc3c2s1
(19) CCOC(=O)CSc1nc2ccc(C)cc2n2cnnc12
(20) CON(C)S(=O)(=O)c1ccc2c(c1)NC(=O)C1CCCN21 (centres undefined)
(21) O=C(CC(SCCO)c1ccc2c(c1)OCO2)c1cccs1 (centres undefined)
(22) O=C(c1ccc([N+](=O)[O-])s1)N1CCN(c2ccccc2)CC1

Compound | 16 | 17 | 18 | 19 | 20 | 21 | 22
IL1B secr inh | 0 | -5 | -1 | -56* | 18 | -75* | 22
SW480 rereplic | 7% | 7% | -9% | 3% | -5% | -3% | ?
HT1080-NT tox | 4% | 11% | ? | 18% | -19% | ? | -13%
ATXN2 expr inh | . | -4% | 2% | 20% | -12% | 43%[activator] | .
WRN inhibitor | -15% | -4% | -9% | 0% | -9% | -3% | -3%
MCF10A rerep | 13% | 5% | 4% | ? | 10% | -3% | 8%
KB-V1 MDR tox | -11% | 2.9µM* | ? | 11% | 2% | -9% | ?
HT1080 IDH1KD tx | 2% | 5% | -6% | 4% | -17% | ? | 2%
KB-3-1 tox | 0% | -2% | -3% | 3% | -1% | -9% | -18%

(23) CC(C)Cc1cc(C(=O)NCCc2ccccc2)no1
(24) Cc1nc2sc(C(c3cccc(F)c3)N3CCCC(C)C3)c(O)n2n1 (centres undefined)
(25) Cc1cccc2sc(NC(=O)C3CCN(S(=O)(=O)c4cc([N+](=O)[O-])ccc4Cl)CC3)nc12
(26) COc1ccc(Cl)cc1NC(=S)NCCc1ccc(F)cc1

Compound | 23 | 24 | 25 | 26
IL1B secr inh | -29 | -2 | -76* | 4
SW480 rereplic | -4% | 8%[9.22 µM] | 11% | 4%
HT1080-NT tox | -1% | 5% | -14% | -1%
ATXN2 expr inh | 49%[activator] | -13% | -36% | 12%
WRN inhibitor | -1% | 6% | ? | -7%
MCF10A rerep | -1% | 7% | 21% | 17%
KB-V1 MDR tox | 5% | 1% | ? | 1%
HT1080 IDH1KD tx | 9% | 9% | ? | 2%
KB-3-1 tox | 28% | 0% | ? | 3%

No enrichment for hits, and some 12% of all compounds hit somewhere here.
